Compound activity deposited in PubChem BioAssay by several laboratories.
m-calpain inh: calpain II (pig) inhibition; hit rate 0.37% among 220,000; AID 1236; inhibition, % at 16 µM; purified calpain II, fluorogenic peptide substrate, 30 min;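 active means inhibition above about 50%, limit read from the data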
Hck-Nef inh: blocks Nef-activated human Hck kinase. P08631. Recombinant Hck-YEEI plus Nef, Z-Lyte FRET kinase assay. inhibition, % at 20 µM. hit rate 0.68% among 220,000. AID 463187;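 active means Hck-Nef kinase inhibition above about 50%, limit read from the data; inactive means inhibition below that limit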;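 further: 0% = DMSO with Hck plus Nef and 100% = Hck alone without Nef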
14-3-3 Bad inh: disrupts binding of bovine 14-3-3 zeta to phospho-Bad peptide | TR-FRET 14-3-3zeta/Dy647-pBad peptide displacement, 1 h | inhibition, % at 21.7 µM | hit rate 0.71% among 220,000 | AID 781;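 active means inhibition above about 70%, limit read from the data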;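 further: 0% = full 14-3-3 plus peptide FRET controls and 100% = background without 14-3-3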
Target sequence (P63103 whole entry, looked up): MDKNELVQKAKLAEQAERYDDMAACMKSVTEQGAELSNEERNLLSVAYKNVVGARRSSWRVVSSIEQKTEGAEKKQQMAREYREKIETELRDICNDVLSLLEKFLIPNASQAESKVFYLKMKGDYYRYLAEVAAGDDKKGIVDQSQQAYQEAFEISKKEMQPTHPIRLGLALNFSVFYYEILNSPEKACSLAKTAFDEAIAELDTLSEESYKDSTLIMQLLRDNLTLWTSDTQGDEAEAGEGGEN
Tb hexokinase: T. brucei hexokinase 1 inhibition. hit rate 0.11% among 220,000. inhibition, % at 10 µM. recombinant TbHK1, G6PDH-coupled NADH A340;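 active means inhibition of 50% or more in the single-dose primary screen; inactive means inhibition below 50%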
EP2 modulator: modulators of human EP2 prostaglandin E2 receptor | hit rate 0.83% among 260,000 | AID 940 | induction, % at 25 µM | EP2-expressing cells, cAMP HTRF FRET, PGE2 co-stimulation;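 active means compounds whose cAMP rise, as percent of the full-agonist control response, exceeds 60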;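 further: rat C6 glioma line stably carrying human EP2 under a CMV promoter; the protocol text gives 20 µM as final concentration; 100% = response of wells given 1 µM PGE2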
Target sequence (P43116 whole entry, looked up): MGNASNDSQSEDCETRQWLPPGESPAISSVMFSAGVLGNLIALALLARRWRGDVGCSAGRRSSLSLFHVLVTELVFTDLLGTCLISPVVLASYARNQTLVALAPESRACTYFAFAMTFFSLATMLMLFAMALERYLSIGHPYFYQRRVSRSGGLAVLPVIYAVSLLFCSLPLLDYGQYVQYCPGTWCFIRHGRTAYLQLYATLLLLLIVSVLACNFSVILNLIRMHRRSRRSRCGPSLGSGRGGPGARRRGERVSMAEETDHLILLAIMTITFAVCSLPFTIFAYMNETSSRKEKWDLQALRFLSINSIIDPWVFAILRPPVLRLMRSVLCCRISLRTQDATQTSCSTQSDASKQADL
eIF4E 4G PPI: inhibitors of eIF4E and eIF4G interaction in translation initiation | inhibition, % at 21.7 µM | TR-FRET eIF4E-eIF4GI(517-606) binding, 2 h | AID 782 | hit rate 0.37% among 220,000;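 active means inhibition above about 30%, limit read from the data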;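 further: 0% = full FRET control wells and 100% = background wells lacking eIF4GI fragment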
L929 necroptosis: blocks zVAD induced death of L929 cells; L929 zVAD necroptosis rescue, ATP luminescence, 24 h; with zVAD 60 µM; viability rescue, % at 10 µM; hit rate 0.38% among 220,000; AID 1377;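 active means activation, scaled between plate controls, above about 75%, limit read from the data; inactive means activation under that limit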;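 further: 0% = zVAD with DMSO and 100% = DMSO alone without zVAD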
Rad51 HR inh: Rad51 (human) homologous recombination inhibition | hit rate 0.085% among 200,000 | hRad51 DNA strand exchange, fluorescence dequenching | inhibition, % at 10 µM | AID 1385 | Q06609;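 active means inhibition above 40% at the single screening dose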;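 further: 0% = DMSO control wells and 100% = blanks with heterologous ssDNA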
Target sequence (Q06609 whole entry, looked up): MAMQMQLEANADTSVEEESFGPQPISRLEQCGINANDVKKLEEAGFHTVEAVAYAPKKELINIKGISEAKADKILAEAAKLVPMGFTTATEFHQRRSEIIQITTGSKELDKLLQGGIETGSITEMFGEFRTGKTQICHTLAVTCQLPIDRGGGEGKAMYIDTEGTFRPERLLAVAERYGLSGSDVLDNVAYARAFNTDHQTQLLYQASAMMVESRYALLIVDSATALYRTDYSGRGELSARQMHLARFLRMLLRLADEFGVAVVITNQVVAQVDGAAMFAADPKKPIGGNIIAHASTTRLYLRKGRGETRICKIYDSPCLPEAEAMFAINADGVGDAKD
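Test system: preformed human Rad51 ssDNA filaments. Compound dosing: single dose, 10 µM final compound. Incubation: filaments 15 min 37 °C, then compound 30 min. Technique: FRET fluorescence dequenching, excitation 485 nm, emission 520 nm. Read-out basis: percent inhibition from fluorescence, normalised to plate control and blank means. Benchmarks: plate controls and plate blanks.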
PGE2 EP2 inh: EP2 receptor (human) inhibition; P43116; C6 glioma cells expressing human EP2, cAMP TR-FRET; cells stimulated with saturating PGE2; inhibition, % at 25 µM; hit rate 0.52% among 260,000; AID 1422;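 active means percent inhibition above 40 after rounding to a whole number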;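 further: rat C6 glioma host cells with rolipram phosphodiesterase inhibitor present; the protocol text gives 20 µM as final concentration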
Starred values were filed as active, the others as inactive; . = no result given; & = joins results of further samples; ! = not confirmed by another sample; [ ] = dose if it differs, or a comment. An excerpt, so the mix of outcomes need not match the whole.

SMILES	m-calpain inh	Hck-Nef inh	14-3-3 Bad inh	Tb hexokinase	EP2 modulator	eIF4E 4G PPI	L929 necroptosis	Rad51 HR inh	PGE2 EP2 inh
O=C(NNc1cccc(Cl)n1)Nc1ccccc1F	-6	3	-6	-1	15	1	1.4	3	9
Cc1ccc(CNC(C)c2ccccc2)cc1 (stereo not drawn)	-20	8	2	-1	31	14	-0.6	6	5
Cn1c(Cc2ccccc2)n[nH]c1=S	-8	8	-9[fluorescence artefact?]	4	22	22	0.7	8	2
CCOc1cc(/C=C2/NC(=S)NC2=O)ccc1OCc1ccc([N+](=O)[O-])cc1	-1	-1	67[fluorescence artefact?]	-18	-7	-28[fluorescence artefact?]	0.0	-12	15
O=C1CC(N2CCSCC2)C(=O)N1CCc1ccccc1 (stereo not drawn)	3	9	-11	-3	-12	-7[fluorescence artefact?]	-0.5	-12	6
Cc1nnc(NC(=O)C2COc3ccccc3O2)s1 (stereo not drawn)	-18	1	11[fluorescence artefact?]	6	3	-4	3.1	0	4
Cc1ccc2[nH]c3c(c2c1)CN(C)CC3	-2	-14	75*	2	-9	-1	0.1	-3	19
CCS(=O)(=O)N1CCCC(C(=O)NCc2ccc(C)cc2)C1 (stereo not drawn)	8	7	3	-4	-13	7	0.1	-2	9
O=C(CCC1COc2ccccc2O1)Nc1cccnc1 (stereo not drawn)	-26	-1	-3	3	-18	9[fluorescence artefact?]	0.8	5	6
Cc1cc(C(=O)NCCCN(C)C)c2ccccc2n1	26	16	-3	1	3	3	-0.9	-14	5
Cc1ccc(C(=O)Nc2c(C)cc(-c3ccccc3)oc2=O)cc1	-82	20	-16	0	-16	-2	2.3	13	8
CCCCCNC(=O)CCCCn1c(=O)[nH]c2cc(OCC)c(OCC)cc2c1=O	-22	1	7	-7	2	-1[fluorescence artefact?]	0.2	-4	8
COc1ccc(Cl)cc1Nc1nc(C)cc(C)c1C(N)=O	9	-19	-7	-9	-12	-5	0.4	-6	16
C=C(C)CSc1nc(N)c2c(C)c(C)sc2n1	-21	0	-5	-7	-6	8	0.5	2	3
CCCN(CCC)CCCNC(=O)c1cn(CCOC)c(=O)c2c1c1ccccc1n2C	-67	3	-9	-27	-45	11	0.2	1	9
O=C(CCn1cccc1)NCc1ccccc1	-22	0	-4[fluorescence artefact?]	15	14	3[fluorescence artefact?]	0.9	0	18
Cc1cc(C)cc(N(CC(=O)Nc2cccc(C)n2)S(=O)(=O)c2c(C)noc2C)c1	-7	17	17	3	9	1	0.2	-3	19
CCOC(=O)c1c(CN(C)C)n(-c2ccccc2)c2cc(Br)c(OC)cc12	-1	-1	3	0	44	3[fluorescence artefact?]	0.5	.	3
COCCN(C(C)=O)c1nnc(-c2cnccn2)s1	-15	-5	-5	-9	35	8	-0.6	.	.
CCOC(=O)C1=C(C)NC(=S)NC1c1ccc(-c2ccc(Cl)cc2)o1 (stereo not drawn)	-20	1	-12[fluorescence artefact?]	11	35	-1	-0.9	.	10
O=C1c2cc(S(=O)(=O)NCCCO)ccc2-c2ccc(S(=O)(=O)NCCCO)cc21	23	1	3	0	-3	-3	0.7	-9	6
CCOc1ccccc1CN1CCN(Cc2cccc3nonc23)CC1CCO (stereo not drawn)	-14	21	-14	-7	14	1	-1.8	-1	11
Cc1cc(C(=O)NCc2ccco2)on1	-49	0	13	-4	3	-3[fluorescence artefact?]	-0.6	-11	11
O=C(CCN1C(=O)c2cccc([N+](=O)[O-])c2C1=O)Nc1nccs1	-51	23	-7	-1	17	-2	1.9	-2	12
CCOc1cc(C=O)cc(Cl)c1OCC(N)=O	-58	16	-3	-5	8	2	0.8	6	6
Continuation.
SMILES	m-calpain inh	Hck-Nef inh	14-3-3 Bad inh	Tb hexokinase	EP2 modulator	eIF4E 4G PPI	L929 necroptosis	Rad51 HR inh	PGE2 EP2 inh
CN1CCN(CCCNC(=O)c2cn(C)c3ccc(S(=O)(=O)N(C)C)cc3c2=O)CC1	10	1	1	-21	18	5	1.0	-3	8
CCOC(=O)c1cc(C#N)c(Oc2cccc(C(F)(F)F)c2)nc1-c1ccccc1	-7	-2	1	7	42	-1	0.5	1	5
Cc1ccc(C)c(C(=O)CSc2nnc(C)s2)c1	1	25	-2	-3	7	0	0.5	3	5
CCOc1ccccc1CNCCN1CCOCC1	-17	2	40	1	13	0	0.2	.	8
COc1ccc(NC2(c3ccc(Cl)cc3)C(=O)c3ccccc3C2=O)cc1	-26	-3	0	-2	26	14	-0.1	3	10
O=C(c1ccc(F)cc1)n1cc(C(=S)N2CCOCC2)c2ccccc21	24	2	-12	-2	22	2	1.0	.	6
COc1ccc(C=C2C(=O)OC(C)(C)OC2=O)cc1OC	-8	2	-6	-13	-22	-7	-0.4	-3	9
CCOC(=O)N1CCN(CCC(=O)Nc2ccc(Br)c(C)c2)CC1	1	16	-8	-5	-4	-1	5.2	.	0
O=C(O)c1cccc(N/N=C/C2=C(Cl)c3cc(Cl)ccc3SC2)c1	58*	46	60	8	63*	16	1.3	-44	9
COc1ccc(OCC(=O)NCCC2=CCCCC2)c([N+](=O)[O-])c1	17	-36	-12	0	-3	2	4.2	3	6
COc1ccc(C(=O)N/N=C/c2c(C)[nH]c(=O)[nH]c2=O)cc1	-22	16	-10	-21	7	-2	2.7	-3	4
CCCc1ccc(C(=O)[C@@H]2[C@@H](C(C)=O)N3c4ccc(F)cc4C=C[C@@H]3[C@@]23C(=O)Nc2ccccc23)cc1	-10	26	-3	1	-23	4	0.1	10	5
Cc1ccccc1NS(=O)(=O)c1ccc(NC(=O)c2ccco2)cc1	15	2	3	2	-7	1[fluorescence artefact?]	-0.3	6	13
CCCCOc1ccc(C(=O)NCC2(c3ccccc3)CCOCC2)cc1	24	0	-14	1	5	-6	0.4	-3	4
CCCN(CCC)C(=O)CSc1nc2ccsc2c(=O)n1NC(=O)c1ccccc1	17	1	2	4	7	6	-0.2	-6	6
COC(=O)C(CCSC)NC(=O)Cn1ncc2c(=O)oc3ccc(C)cc3c21 (stereo not drawn)	-30	0	2[fluorescence artefact?]	4	-7	-5	0.6	-7	8
COc1cc(/C=C(/C#N)C(=O)Nc2ccc(Cl)cc2)ccc1Oc1nc(Cl)ncc1F	-23	22	8	-26	12	-1	-0.8	10	1
COC(=O)N1[C@H](Cc2ccccc2)C=C[C@]1(C)C(=O)NCc1ccccn1	-11	-4	2	-4	-6	-1	2.2	-5	17
CC(C)(C)Cc1nc(-c2ccc(Cl)cc2)no1	-17	2	-2[fluorescence artefact?]	-3	0	-3	0.8	1	3
COc1ccc(OC)c(Nc2ccc(C(=O)O)cc2[N+](=O)[O-])c1	2	3	1[fluorescence artefact?]	-4	-20	8	4.5	3	5
O=S(=O)(c1ccccc1)N1N=C(c2cccs2)CC1c1ccc(F)cc1 (stereo not drawn)	46	-2	13	-2	26	9	-0.1	6	14
C/C(=N/NC(=O)c1ccoc1C)c1cccc(NC(=O)C(F)(F)F)c1	-1	1	-9	32	-15	-3	0.8	6	8
CCOC(=O)C1=C(C)N=C2SC(C)C(=O)N2C1c1cccc(F)c1 (stereo not drawn)	-30	-1	-24	-15	23	-5	-0.1	4	6
O=C(COc1cc(O)c2c(=O)c3ccccc3oc2c1)OCc1ccccc1	3	26	4	-6	-13	1	1.2	-8	6
Cc1ccc(OCC(=O)N2N=C(c3ccc(Cl)cc3)CC2c2ccco2)c([N+](=O)[O-])n1 (stereo not drawn)	-30	-10	-8	-6	-13	1	-1.4	2	6

Laid out differently: entries from further up
Values run as follows: m-calpain inh | Hck-Nef inh | 14-3-3 Bad inh | Tb hexokinase | EP2 modulator | eIF4E 4G PPI | L929 necroptosis | Rad51 HR inh | PGE2 EP2 inh
CC(C)(C)Cc1nc(-c2ccc(Cl)cc2)no1
  -17 | 2 | -2[fluorescence artefact?] | -3 | 0 | -3 | 0.8 | 1 | 3
COc1ccc(OC)c(Nc2ccc(C(=O)O)cc2[N+](=O)[O-])c1
  2 | 3 | 1[fluorescence artefact?] | -4 | -20 | 8 | 4.5 | 3 | 5
O=S(=O)(c1ccccc1)N1N=C(c2cccs2)CC1c1ccc(F)cc1 (stereo not drawn)
  46 | -2 | 13 | -2 | 26 | 9 | -0.1 | 6 | 14
C/C(=N/NC(=O)c1ccoc1C)c1cccc(NC(=O)C(F)(F)F)c1
  -1 | 1 | -9 | 32 | -15 | -3 | 0.8 | 6 | 8
CCOC(=O)C1=C(C)N=C2SC(C)C(=O)N2C1c1cccc(F)c1 (stereo not drawn)
  -30 | -1 | -24 | -15 | 23 | -5 | -0.1 | 4 | 6

(next part)
SMILES	m-calpain inh	Hck-Nef inh	14-3-3 Bad inh	Tb hexokinase	EP2 modulator	eIF4E 4G PPI	L929 necroptosis	Rad51 HR inh	PGE2 EP2 inh
Nc1nc(-n2cnnc2)nn1-c1ccccc1	10	0	6	-1	9	-2	6.0	-1	8
O=C(Nc1ccc(-c2nc3ccccc3o2)cc1)c1cccnc1	-48	3	1[fluorescence artefact?]	-15	-102&-59	-2[fluorescence artefact?]	7.0	-7	58*!
O=C(CN1C(=O)NC(Cc2c[nH]c3ccccc23)C1=O)Nc1cccc(S(=O)(=O)N2CCCC2)c1 (stereo not drawn)	-37	11	-7	-2	-5	2	0.2	.	6
COc1ccc(-c2nn(-c3ccccc3)cc2C(=O)O)cc1OC	-17	1	9[fluorescence artefact?]	3	6	2[fluorescence artefact?]	0.3	9	6
O=C(c1nn(Cc2ccccc2)c(=O)c2ccccc12)N1CCN(C/C=C/c2ccccc2)CC1	4	-1	-1	-4	-1	-5	0.4	-4	3
CC1(C)CC(=O)C/C(=N/Nc2nc3ccccc3s2)C1	-68	19	-10	-8	-45	-4	0.0	-7	6
COc1cc(OC)cc(C(=O)NC(C(=O)O)C23CC4CC(CC(C4)C2)C3)c1 (stereo not drawn)	-11	21	-2	4	10	1	5.9	0	3
O=C(CSc1nnc(-c2ccc3c(c2)OCO3)o1)Nc1ncc(C(F)(F)F)cc1Cl	-44	1	-10	0	-24	5	1.0	-6	15
Cc1ccc(Oc2ccc(S(=O)(=O)N3CCOCC3)cc2C(N)=O)c(-n2nc3ccccc3n2)c1	-26	0	5	-3	29	-3	-0.3	-13	15
CCOC(=O)COc1ccc(S(=O)(=O)N2CCN(c3ccc(OC)cc3)CC2)cc1	10	17	-2	11	-43	1	-3.7	-40	0
CCCOc1ccc(C2C(C(=O)c3ccco3)=C(O)C(=O)N2CCCn2ccnc2)cc1 (stereo not drawn)	-6	2	-4	-18	25	0[fluorescence artefact?]	2.4	.	.
COC(=O)Nc1ccc(S(=O)(=O)N(C)C)cc1	15	-8	2	1	17	-14	0.6	1	7
COc1ccc(Cl)cc1NC(=O)CC(C)=O	-25	3	-10	-2	-5	-7	0.1	12	9
Cc1nn(CC(=O)c2ccc(Cl)s2)c(C)c1[N+](=O)[O-]	12	10	4	7	3	-2	-0.9	-44	2
CCOC(=O)N1CCC(NC(=O)Cn2ncc3c4ccccc4n(C)c3c2=O)CC1	-42	38	15	-5	27	0[fluorescence artefact?]	-1.1	-5	-1
COc1ccc(/C=N/NC(=S)NC2CCS(=O)(=O)C2)cc1OC (stereo not drawn)	10	3	-9	-63	7	10	0.3	5	1
CCC1CCCCN1C(=O)Cn1c(=O)oc2ccccc21 (stereo not drawn)	-24	2	-5	2	7	4	0.9	2	9
CC(=O)Nc1ccc(Oc2ncccn2)c(Cl)c1	-24	-1	7[fluorescence artefact?]	3	21	-1[fluorescence artefact?]	0.5	4	13
Cc1ccc(C(=O)CN(Cc2ccccc2)C2=NCCS2)cc1	-8	3	6	8	11	1	-0.6	0	8
Cc1cc(N/N=C/c2ccccc2Br)nc2ccccc12	30	1	6[fluorescence artefact?]	0	21	-4[fluorescence artefact?]	0.2	0	6
COc1ccc(N2C(=O)CCC2(C#N)c2ccc(OC)cc2)cc1 (stereo not drawn)	-2	1	-16	0	15	-9	0.2	-3	4
